Fam108B inh = mouse Fam108B serine hydrolase inhibitors, primary screen, counter-screen for RBBP9 inhibitor project, biochemical, fluorescence polarization | inhibition, % at 9.51 µM | recombinant Fam108B, FP-Rh probe fluorescence polarization | AID 1947, 2009 | 0.33% of 300,000 active;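 active = inhibition above the screen mean inhibition plus 3 SD, computed separately per campaign, cut at about 18% in these data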;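 also: inhibitors lower polarization as less probe binds the enzyme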
MCL1-BIM inh = inhibitors of MCL1 binding to BIM-BH3, primary screen, biochemical, fluorescence polarization; AID 2057, 2009; 0.68% of 320,000 active; inhibition, % at 10.9 µM; GST-MCL1 / FITC-Bim-BH3 fluorescence polarization;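 active = inhibition above the mean inhibition of all tested compounds plus 3 SD, set per campaign, cut at about 40% in these data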;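 also: 0% = DMSO wells and 100% = unlabeled Bim-BH3 peptide control; higher means more loss of mP so more displacement of Bim peptide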
BCLXL inh = inhibitors of human Bcl-xL, primary screen, biochemical, fluorescence polarization, HTS; GST-Bcl-xL / FITC-Bim BH3 peptide fluorescence polarization; Bcl-2-like protein 1 (Homo sapiens), Q07817; 0.7% of 320,000 active; inhibition, % at 10.9 µM;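 active = inhibition above the mean of all tested compounds plus 3 SD, cutoff set per campaign, cut at about 30% in these data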;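 also: 0% = DMSO wells and 100% = unlabeled Bim-BH3 peptide competitor; inhibitors lower millipolarization by displacing the labeled peptide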
Target sequence (Q07817 whole entry, looked up): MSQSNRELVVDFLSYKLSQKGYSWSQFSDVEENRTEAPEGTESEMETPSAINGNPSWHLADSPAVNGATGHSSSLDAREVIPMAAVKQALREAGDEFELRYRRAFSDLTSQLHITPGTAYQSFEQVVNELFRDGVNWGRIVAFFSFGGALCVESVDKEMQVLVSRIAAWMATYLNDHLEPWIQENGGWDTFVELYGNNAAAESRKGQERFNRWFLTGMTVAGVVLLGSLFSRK
GLD-1 RNA inh = GLD-1/TGE RNA complex disruptors, primary screen, biochemical, fluorescence polarization; 0.44% of 320,000 active; inhibition, % at 5.96 µM; Female germline-specific tumor suppressor gld-1 (Caenorhabditis elegans), Q17339; purified GLD-1 + fluorescein TGE RNA;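 active = percent inhibition above a per-plate cutoff, the plate mean of test compounds plus 3 SD, cut at about 30% in these data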;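 also: 0% = DMSO wells with GLD-1 and probe and 100% = wells lacking GLD-1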
Target sequence (Q17339 whole entry, looked up): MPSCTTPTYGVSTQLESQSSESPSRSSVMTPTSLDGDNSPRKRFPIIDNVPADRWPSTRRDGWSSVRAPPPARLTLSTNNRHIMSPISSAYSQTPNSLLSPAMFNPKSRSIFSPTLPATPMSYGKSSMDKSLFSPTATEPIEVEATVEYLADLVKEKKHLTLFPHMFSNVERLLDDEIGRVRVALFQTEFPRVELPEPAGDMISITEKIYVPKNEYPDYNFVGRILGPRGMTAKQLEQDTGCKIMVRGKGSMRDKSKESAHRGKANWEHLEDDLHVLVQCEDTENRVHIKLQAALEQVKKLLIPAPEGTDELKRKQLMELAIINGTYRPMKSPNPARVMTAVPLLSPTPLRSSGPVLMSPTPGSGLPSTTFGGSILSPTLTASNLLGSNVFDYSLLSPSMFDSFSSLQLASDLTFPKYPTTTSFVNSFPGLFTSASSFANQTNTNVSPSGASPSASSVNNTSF
pPAFAH FP inh = pPAFAH enzyme inhibitors, primary screen, biochemical, fluorescence polarization, human | recombinant pPAFAH, FP-rhodamine probe fluorescence polarization | inhibition, % at 3.39 µM | 1.5% of 330,000 active | AID 463082, 2010;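 active = inhibition above the mean inhibition across the screen plus 3 SD, cut at about 25% in these data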;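 also: inhibitors block binding of the rhodamine activity-based probe so polarization drops; 0% = enzyme with DMSO and 100% = wells lacking pPAFAH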
AHR activator = AHR activators, primary screen, cell-based, luminescence, luciferase reporter, human; activation, % at 5 µM; 2.5% of 320,000 active; Aryl hydrocarbon receptor (Homo sapiens), P35869; AHR-responsive luciferase reporter cells; AID 2796, 2010; in the data active = activation above about 47%;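 also: 0% = vehicle wells and 100% = reference agonist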
PAFAH1B2 FP inh = PAFAH1B2 enzyme inhibitors, primary screen, biochemical, fluorescence polarization, human | recombinant PAFAH1B2, FP-rhodamine activity probe | inhibition, % at 3.39 µM | 1.2% of 340,000 active;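 active = inhibition above the mean of all tested compounds plus 3 SD, cut at about 24% in these data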;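 also: 0% = enzyme with DMSO and 100% = wells lacking PAFAH1B2; many of its hits are not listed in these tables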
Target sequence (P68402 whole entry, looked up): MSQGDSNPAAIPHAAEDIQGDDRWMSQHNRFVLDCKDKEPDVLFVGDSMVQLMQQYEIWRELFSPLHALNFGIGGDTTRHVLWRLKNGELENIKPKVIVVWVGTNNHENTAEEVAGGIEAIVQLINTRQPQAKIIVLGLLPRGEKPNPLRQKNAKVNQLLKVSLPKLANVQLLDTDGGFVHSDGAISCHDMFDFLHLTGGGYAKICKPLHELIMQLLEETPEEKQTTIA
PME-1 primary = PME-1 inhibitors via competitive probe labeling, primary screen, biochemical, fluorescence polarization, FP-Rh probe, HTS; Protein phosphatase methylesterase 1 (Homo sapiens), Q9Y570; recombinant PME-1; inhibition, % at 5.9 µM; 0.53% of 320,000 active;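 active = inhibition above the campaign mean of all compounds plus 3 SD, cut at about 26% in these data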;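 also: competitive labeling of PME-1 active site by serine hydrolase directed probe; 0% = PME-1 with DMSO and 100% = wells lacking PME-1 enzyme; inhibitors block probe labeling so polarization falls and inhibition rises; many of its hits are not listed in these tables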
MEX-5 binding = MEX-5 zinc finger RNA-binding disruptors – biochemical, C. elegans, fluorescence polarization, MLPCN library, primary screen | Zinc finger protein mex-5 (Caenorhabditis elegans), Q9XUB2 | MEX-5/FITC-TCR2 RNA binding; stronger effect = lower value | activity score (negative = inhibition of binding), % at 10 µM | 0.38% of 300,000 active;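 active = inhibition past about -25% in most replicates, and total fluorescence under double the plate's negative control median, limit read from the data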;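 also: 0% = DMSO and -100% = 5 µM competing unlabeled TCR2 RNA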
* marks the source's active call; other numbers are inactive results; x = not tested or not shown. The list is partial; count on the stated rates, not on these rows.

SMILES | Fam108B inh | MCL1-BIM inh | BCLXL inh | GLD-1 RNA inh | pPAFAH FP inh | AHR activator | PAFAH1B2 FP inh | PME-1 primary | MEX-5 binding
COc1ccc(/C=C/C(=O)Oc2ccc(/C=N/NC(=O)c3ccncc3)cc2)cc1 | -7 | 0 | 2 | 10 | -3 | 1 | -1 | -7 | -0.7
COc1ccc(CN2CCNC(=O)C2CC(=O)N(C)Cc2nonc2C)c(F)c1 (stereo unspecified) | 2 | 14 | 7 | 1 | 2 | -3 | 4 | 6 | 1.7
CN(C)c1ccc(C(C(=O)NC2CCCC2)N(C(=O)c2csnn2)C2CC2)cc1 (stereo unspecified) | 1 | 4 | 2 | 1 | 5 | 0 | 9 | -2 | -1.6
Cc1ccnc(N2CCN(c3cc(C)c(C#N)c4nc5ccccc5n34)CC2)c1 | -6 | 5 | 6 | -5 | 1 | -2 | 5 | 1 | 0.7
CC(C)CN(CC(C)C)c1ccc(/C=N/n2cnnc2)cc1[N+](=O)[O-] | 3 | -1 | -1 | 6 | 5 | 4 | 10 | 8 | 3.1
Cc1noc(C)c1COc1cccc(C(=O)Nc2ccccc2N2CCOCC2)c1 | 2 | -3 | 1 | 1 | 3 | -7 | -4 | 8 | 1.1
Nc1nc(-c2ccc(Cl)cc2)nn1C(=O)c1cccnc1 | -8 | 0 | 3 | 6 | 1 | 3 | 4 | -6 | -2.2
C=CCn1c(SCC(=O)NCCOC)nnc1-c1cc2c(s1)CCC(CC)C2 (stereo unspecified) | 0 | -2 | -2 | 0 | 15 | -1 | 10 | -1 | 0.9
COc1ccc(C(=O)OCC(=O)c2ccc(C3CCCCC3)cc2)cc1 | -3 | 1 | 2 | 8 | 1 | 0 | 3 | -9 | -0.1
O=C(c1cccc(F)c1)N1CCCC(C(=O)N2CCN(c3ccccc3)CC2)C1 (stereo unspecified) | 2 | 3 | 4 | -2 | -3 | 2 | 0 | 1 | 2.3

One compound at a time, as listed above:
Profile of `CN(C)c1ccc(C(C(=O)NC2CCCC2)N(C(=O)c2csnn2)C2CC2)cc1` (stereo unspecified) = Fam108B inh: 1; MCL1-BIM inh: 4; BCLXL inh: 2; GLD-1 RNA inh: 1; pPAFAH FP inh: 5; AHR activator: 0; PAFAH1B2 FP inh: 9; PME-1 primary: -2; MEX-5 binding: -1.6
Profile of `CC(C)CN(CC(C)C)c1ccc(/C=N/n2cnnc2)cc1[N+](=O)[O-]` = Fam108B inh: 3; MCL1-BIM inh: -1; BCLXL inh: -1; GLD-1 RNA inh: 6; pPAFAH FP inh: 5; AHR activator: 4; PAFAH1B2 FP inh: 10; PME-1 primary: 8; MEX-5 binding: 3.1

Further compounds.
SMILES | Fam108B inh | MCL1-BIM inh | BCLXL inh | GLD-1 RNA inh | pPAFAH FP inh | AHR activator | PAFAH1B2 FP inh | PME-1 primary | MEX-5 binding
Cc1onc(-c2ccccc2)c1-c1csc(COc2ccccc2)n1 | -2 | 4 | 3 | 0 | 1 | 0 | 8 | -4 | 0.3
Cc1ccc2c(c1)NC(=O)C(CC(=O)O)O2 (stereo unspecified) | 1 | 5 | -3 | 8 | 2 | 0 | 8 | 0 | 0.0
COc1cc2c(cc1NC(=O)CSc1nc3ccc(C)cc3[nH]1)oc1ccccc12 | 5 | 4 | 0 | 9 | 0 | 57* | x | 6 | 0.9
Cc1ccc(N(CC(=O)NC2CCCCC2)S(=O)(=O)c2c(C)nn(C)c2C)cc1 | -3 | 7 | 10 | 7 | 4 | 0 | 2 | 1 | 1.5
Cc1cc(C)cc(N(CC(=O)NCc2ccc(F)cc2)C(=O)c2snc(C(N)=O)c2N)c1 | 2 | -6 | -1 | -6 | 3 | 1 | -4 | 0 | 1.3
CN(C)S(=O)(=O)c1ccc(NC(=O)C2CC3C=CC2C3)cc1 (stereo unspecified) | 4 | 1 | 2 | 3 | -2 | 0 | 2 | -1 | -1.2
CC(C)Cc1nnc(NC(=O)CSc2ccccn2)s1 | -2 | 0 | 5 | 5 | -2 | 8 | 1 | -2 | 1.7
CCN(CC)C(C)C(=O)Nc1c2c(cc3c1CCC3)CCC2 (stereo unspecified) | -1 | 3 | -3 | 12 | -4 | 2 | -1 | 0 | -5.5
CC1=C(C(=O)NC(C)c2ccc3c(c2)OCCO3)C2(CCC(C)CC2)OC1=O (stereo unspecified) | 2 | 3 | 1 | -2 | 4 | -1 | 3 | 1 | 1.7
FC(F)(F)c1cc(CCN2C(=S)NC[C@@H]2c2ccccc2)cc(C(F)(F)F)c1 | 1 | 16 | 6 | 8 | 17 | 10 | 2 | 0 | -2.1
CSCCC(NC(=O)COc1ccccc1)C(=O)NCC1COc2ccccc2O1 (stereo unspecified) | -4 | -2 | -3 | -6 | 0 | 8 | -1 | -2 | 2.0
S=C(Nc1ccccc1Cl)Nc1ccc(Cl)cc1Cl | 2 | 3 | 0 | -2 | -4 | 4 | 1 | -2 | -0.1
COc1ccc(C2C(C#N)=C(N)N(c3cccnc3)C3=C2C(=O)CC(C)(C)C3)cc1OC (stereo unspecified) | 2 | 14 | 5 | 0 | -1 | 0 | 1 | 7 | 1.6
Cn1cc(S(=O)(=O)Nc2ccc3c(c2)OCCO3)cn1 | 7 | 10 | 3 | 2 | 0 | 42 | 5 | 1 | -5.7
Cn1c(-c2ccc(F)cc2)cnc1NCc1ccccc1F | 3 | -8 | 3 | 8 | 4 | 4 | 3 | 0 | 1.1
CCOC(=O)NC(=O)/C(N=Nc1cc(C)cc(C)c1)=C(\C)O | 3 | 5 | -1 | 3 | 5 | 0 | 1 | -1 | -2.8
Cc1ccc(S(=O)(=O)N2CCN(C(=O)CC(C)(C)C)CC2)cc1 | -2 | 3 | 6 | 0 | -3 | -1 | 7 | 1 | -2.3
COC(=O)C1=C(c2ccc(OC)cc2)OC(=O)C1(C)C | -4 | -1 | 2 | 6 | -1 | 3 | -12 | 0 | -1.0
CCOC(=O)c1c(NS(=O)(=O)c2cccc(OC)c2)sc2c1CCC2 | -2 | 11 | 3 | 8 | 20 | -3 | 5 | 14 | 0.8
CCc1nnc(NC(=O)CCC(=O)N2CCN(c3ccccn3)CC2)s1 | 2 | 3 | 5 | 3 | 3 | 1 | 7 | -2 | 3.6
O=C(NN=C1CCCCC1)c1cc(-c2ccccc2)n[nH]1 | -6 | 0 | 0 | 0 | -2 | 121* | 1 | -4 | 1.0
O=C(Cc1ccc(Cl)cc1)NCC(=O)N1CCN(Cc2ccccc2)CC1 | -1 | -4 | 3 | 0 | 12 | -4 | 0 | -1 | -0.1
Cc1cc(NC(=O)C(C)Sc2nnc(NCc3ccco3)s2)no1 (stereo unspecified) | x | 7 | -1 | 2 | 6 | 2 | 6 | 6 | x
CCOC(=O)N1CCC(NC(=O)c2cc(C)c3c(C)nn(-c4ccccc4)c3n2)CC1 | -1 | 1 | 4 | -9 | 0 | 2 | -3 | 0 | -2.8
Cn1cc(S(=O)(=O)Nc2ccc(F)cc2F)c(=O)n(C)c1=O | -1 | 1 | -1 | 6 | 4 | 1 | -3 | 0 | 0.1
Cc1nc(C)c(C(=O)NCCC(c2ccccc2)c2ccccc2)o1 | 1 | 8 | 3 | 1 | 8 | 1 | 7 | -2 | -4.1
Cc1cc(Cl)c(S(=O)(=O)Nc2ccc(Cl)cn2)cc1OCC(N)=O | 2 | 0 | 3 | -1 | 2 | 1 | 6 | -7 | 0.7
COc1ccc(OCCN2CCN(C(=O)c3ccc(OC)cc3)CC2)cc1 | 1 | 2 | 5 | 1 | -7 | 0 | 3 | -6 | -1.6
CCC1Sc2ccc(S(=O)(=O)N3CCN(c4ccccc4)CC3)cc2NC1=O (stereo unspecified) | -3 | 2 | 0 | -5 | 10 | -2 | 7 | 1 | -0.4
COc1ccccc1-c1c(C(F)(F)F)oc2c(CN(C)C)c(O)ccc2c1=O | 1 | 1 | 3 | 2 | 0 | -3 | 0 | -2 | 1.2
COc1ccc(C(=O)CSc2nnc3ccccn23)cc1OC | 0 | 0 | -3 | 2 | -5 | 9 | 4 | -2 | 2.5
c1ccc2c(c1)CC1(CCCCC1)n1nnnc1-2 | -1 | 3 | 3 | -2 | 0 | -1 | 1 | 0 | -0.3
CC(C)NCC(O)COc1c(F)cc(Br)cc1F (stereo unspecified) | 2 | -2 | 3 | -5 | 2 | -2 | -2 | -2 | 0.3
Cc1c(Cl)cccc1NC(=O)CNC(=O)c1ccc2c(c1)OCCO2 | x | x | x | 5 | 4 | 6 | -3 | x | x
CN(C)C(CNC(=O)C1CCN(S(=O)(=O)c2cccc(C(F)(F)F)c2)CC1)c1ccccc1 (stereo unspecified) | -4 | 0 | 0 | -2 | 3 | 0 | 4 | 2 | 0.8
Cc1cccc(Cn2nc(C(C)(C)C)cc2C(=O)N2CCOCC2)c1 | 2 | -4 | -4 | -5 | 1 | 1 | 13 | 1 | -1.5
CN(C)S(=O)(=O)c1ccc(NC(=O)CCNC(=O)c2ccco2)cc1 | 4 | -9 | 1 | 5 | 4 | -2 | 2 | 3 | 1.9
CCCCOc1ccc(N(CC(=O)NC(C)C)C(=O)CCC(=O)Nc2ccccn2)cc1 | 1 | 4 | 5 | -2 | 28* | 2 | -1 | -4 | 0.3
O=C(NC12CC3CC(CC(C3)C1)C2)C1=COCCO1 | 2 | 4 | 3 | 5 | 5 | -1 | 5 | 5 | -0.2
O=C(c1cc(F)c(F)cc1Cl)N1CCN(c2ccc([N+](=O)[O-])c3ncccc23)CC1 | 3 | 2 | 4 | -6 | -2 | 5 | -4 | 7 | -3.2
Cc1cccc(C)c1Nc1nnc(SCC(=O)Nc2ncc(C(F)(F)F)cc2Cl)s1 | 0 | -5 | 4 | 8 | 12 | 0 | 0 | 4 | -0.3
COc1ccc(CC(=O)Nc2cc(C)on2)cc1 | 4 | 3 | 4 | 1 | 4 | 2 | 1 | 2 | 1.1
CCCSc1nc(C)cc(C)c1C(N)=O | 6 | 3 | 9 | 6 | 0 | 2 | -4 | -1 | -0.9
COc1ccc(C(=O)CCN2CCCCCC2)cc1 | -3 | 5 | 2 | -3 | 0 | 1 | 5 | 1 | x
CCOC(=O)N1CCN(CC(=O)N2c3ccccc3CCc3ccccc32)CC1 | 4 | 6 | 4 | 0 | -7 | 0 | 4 | -6 | 0.6
C[C@@H]1CN([C@H](C)CO)C(=O)c2cc(NC(=O)C3CCCCC3)ccc2O[C@@H]1CN(C)Cc1ccc(C(F)(F)F)cc1 | x | x | x | 9 | -1 | 0 | 4 | x | x
COc1ccc(C(=O)N/N=C\c2ccoc2)cc1 | -2 | 10 | 3 | 8 | -8 | 13 | -3 | -5 | -2.9
CN1CCc2c(sc3nc(NCCO)n(-c4cccc(Cl)c4)c(=O)c23)C1 | -3 | 5 | 4 | -17 | 3 | 0 | 0 | -7 | 0.0
Cc1ccc(NC(=O)CCNS(=O)(=O)c2cccs2)cc1F | 3 | 7 | 6 | 0 | 0 | 3 | 1 | 6 | 0.6
O=C(COc1ccc2ccccc2c1)NC1CC1 | 0 | 9 | 4 | 5 | 2 | 12 | 4 | -2 | -0.4
CCOc1ccc(S(=O)(=O)N2CCN(Cc3ccccc3)CC2)c2cccnc12 | 8 | 7 | 8 | -4 | 4 | 1 | -5 | 7 | -0.4

High-throughput results: PubChem BioAssay, several laboratories
